Bioassay records (PubChem)
NCI-60 one-dose screen, 48 h, at 10 µM unless noted. Numbers give growth in % (100 = growth as untreated, 0 = no growth, -100 = all killed).
HOP-62: HOP-62 NSCLC; 3.9% of 80,000 active; AID 1794735
RPMI-8226: RPMI-8226 leukemia cells; 7.5% of 77,000 active
A549/ATCC: A549/ATCC NSCLC | AID 1794740 | 3.7% of 81,000 active
CCRF-CEM: CCRF-CEM leukemia; 7% of 77,000 active
UACC-62: UACC-62 melanoma; 5.4% of 81,000 active; AID 1794756
HOP-92: HOP-92 NSCLC cells. 6.3% of 71,000 active
M14: M14 melanoma. 6.2% of 80,000 active. AID 1794745
EKVX: EKVX NSCLC; 3% of 71,000 active; AID 1794765
Starred values were filed as active, the others as inactive; . = not tested or not shown; & = joins results of further samples; [ ] = dose if it differs, or a comment. Rule for the calls: active = growth percent below 10; inactive = the rest.

SMILES,HOP-62,RPMI-8226,A549/ATCC,CCRF-CEM,UACC-62,HOP-92,M14,EKVX
CCCCNc1nc(NC(C)(C)C)nc(NC(C)(C)C)n1,84.1,17.7,56.3,42.4,55.3,48.6,57.5,.
Clc1c(Cl)[n+](Cc2ccc3ccccc3c2)cn1Cc1ccc2ccccc2c1,-27.6*,-43.0*,52.5,6.1*,-42.8*,-12.1*,-31.9*,38.7
Cc1ccc2nc(COc3ccc(NC(=S)NC4CCCCC4)cc3)[nH]c2c1,99.5,73.2,100.4,83.9,126.6,120.7,120.7,107.0
COc1ccc(-c2cc(-c3ccc(Br)s3)[nH]c(=O)c2C#N)cc1,98.4,113.2,103.4,112.0,87.7,77.3,98.3,95.5
Cn1nc(-c2ccccc2)c2c(-c3ccccc3)onc2c1=O,31.0,24.9,35.4,20.9,38.1,43.9,42.3,54.2
CCCCCCCOc1ccc(C(=O)Nc2ccc(C)cc2C(=O)O)cc1,97.0,58.2,71.1,58.0,93.3,39.7,99.9,82.0
COc1ccc2nc([C@H]3C[C@@H]3c3cc(OC)c4c(c3)OCO4)[nH]c2c1,104.2,84.8,91.7,95.3,91.4,72.0,95.1,.
O=c1[nH]cnc2ccccc12,111.1,103.1,101.6,94.9,99.6,110.4,111.4,104.4
N[C@@H](Cc1cc(I)c(Oc2cc(I)c(O)c(I)c2)c(I)c1)C(=O)O,76.8,92.7,.,42.9,104.5,72.1,100.1,81.7
CCCCCCC(C)NCC(C)(C)O (configuration not stated),97.9,114.5,99.3,116.9,99.8,.,107.4,115.5
CCCCS(=O)(=O)Oc1ccc(-c2nc(C)c(C(=O)OCC)s2)cc1C=O,68.4,.,101.4,15.3,64.6,69.5,.,92.1
O=C(Nc1cccc(C(F)(F)F)c1)Nc1ccc(OCc2nnc(-c3ccc(Cl)cc3)o2)c(F)c1,50.8,41.3,50.0,60.8,68.8,.,73.5,.
COc1ccc(-c2nsc3c2NC(=O)CC3c2cccc(Cl)c2)cc1 (configuration not stated),27.8,12.4,30.2,13.8,41.6,-2.1*,19.2,.
CCCCC[C@H]1C/C=C2/C(=O)C(Cl)=C[C@@H]2C/C=C\CCCC(=O)O[C@@H](CCCCC)C/C=C2/C(=O)C(Cl)=C[C@@H]2C/C=C\CCCC(=O)O1,-52.8*,-13.6*,-51.4*,0.4*,.,-63.4*,-61.5*,5.5*
COc1ccc(NC(=O)[C@H](C)NC(=O)OC(C)(C)C)cc1C(=O)Nc1cccc(C2CC(=O)c3c(cc(OC)c(OC)c3OC)O2)c1 (some centres not stated),88.2,16.9,62.6,22.8,23.0,46.4,65.3,75.1
CN1CCN(C(=O)OCc2ccc3c(Cl)cc(Cl)c(O)c3n2)CC1,45.9,42.0,62.5,40.5,60.0,71.1,55.4,79.7
CC(C)C(OB(OC(C(C)C)C(C)C)OC(C(C)C)C(C)C)C(C)C,103.8,119.6,97.1,102.8,95.9,97.5,108.9,96.7
Cc1c2ccccc2c(C)c2c1ccc1ccccc12,95.1,84.3,78.4,88.9,80.5,88.6,86.8,88.7
COc1ccccc1NC(=O)Oc1cccc(OC(=O)c2ccccc2)c1,88.8,94.8,101.0,102.5,88.1,103.7,100.1,96.4
OCC(O)C(O)C(O)C(O)C(O)C(/C=N/Nc1ccccc1)=N/Nc1ccccc1 (configuration not stated),87.6,99.5,84.0,64.3,51.2,91.9,83.3,.
COc1cc(OC)cc(/C(C)=N/NC(=O)CSc2nc3ccccc3c(=O)n2CCc2ccc(S(N)(=O)=O)cc2)c1,101.3,51.2,100.5,64.1,83.1,134.3,103.1,88.2
O=C(O)c1ccc(Nc2ncnc3c2cnn3-c2cccc(Br)c2)cc1,98.4,97.6,103.3,100.1,97.1,85.1,93.8,100.0
CN(C)CCOc1nc2c(c(=O)n(C)c(=O)n2C)n1C,100.3,107.7,102.2,116.2,108.3,111.4,102.5,98.3
Cc1ccc2ccccc2[n+]1C,117.8,111.4,.,109.4,98.3,.,144.4,90.9
c1ccc(-c2nc3c4cc(-c5ccccc5)oc4ncn3n2)cc1,92.9,117.1,102.5,119.4,90.2,106.0,96.3,86.0
COC(=O)/C=C1/SC(=Nc2ccc(C)cc2)N(CCc2c[nH]c3ccccc23)C1=O,101.8,62.8,98.4,40.0,66.2,78.0,75.2,91.5
CC(C)=CCC/C(C)=C/CC/C(C)=C/CC/C(C)=C/CSC[C@H](NC(=O)CCCCCN1CCN(C)CC1)C(=O)NC1CCCCC1,85.6,63.4,71.7,17.4,87.6,76.4,35.1,.
COC(=O)Nc1c[nH]c(=O)[nH]c1=O,95.1,110.3,101.0,105.6,108.9,102.3,103.8,97.8
COc1cc(CSc2nc3ccc(C)cc3c(=O)n2Cc2ccccc2)cc(OC)c1OC,40.5,54.1,40.0,23.6,21.4,56.6,35.6,.
O=C(Nc1ccc2c(ccn2Cc2ccccn2)c1)c1ccnnc1,76.4,94.4,91.4,.,86.3,87.6,99.7,75.6

Continued.
SMILES,HOP-62,RPMI-8226,A549/ATCC,CCRF-CEM,UACC-62,HOP-92,M14,EKVX
COC(=O)CC1CC1CCn1c(-c2ccc(F)cc2)c(-c2ccccc2)c(C(=O)Nc2ccccc2)c1C(C)C (configuration not stated),94.5,70.2,89.2,89.6,65.0,39.2,82.3,86.6
COc1ccc(/C=C/C(=O)c2c(C)nc3ccccc3c2/C=C/c2ccccc2)c(OC)c1,107.9,66.1,78.5,76.5,62.1,66.8,97.3,76.9
COC(=O)C12C3C(=O)N(c4ccc(C)cc4)C(=O)C3C(c3cn(-c4ccccc4)nc3-c3ccccc3)N1[C@H](c1cn(-c3ccccc3)nc1-c1ccccc1)[C@@H]1C(=O)N(c3ccc(C)cc3)C(=O)[C@@H]12 (some centres not stated),112.5,100.0,106.5,103.5,95.3,92.9,96.6,.
COc1cccc(/C=N\Nc2ccc([N+](=O)[O-])cn2)c1OC,110.4,.,103.1,102.5,102.3,.,110.3,95.1
c1ccc(-c2ccc3cnc4sc(-c5ccccc5)nc4c3n2)cc1,82.8,101.0,95.5,107.1,98.4,98.9,97.7,94.1
CC(=O)O[C@@H]1C[C@]2(C)[C@H]3[C@H](O)C[C@@H]4C5=CC(C)(C)CC[C@]5(C)CC[C@@]4(C)[C@]3(C)CC[C@H]2C(C)(C)[C@H]1O,101.4,124.2,94.0,106.2,97.4,114.8,99.3,96.5
Fc1ccc(-n2cc(COc3ncnc4sc5c(c34)CCCC5)nn2)cc1Cl,96.3,96.0,98.4,89.0,92.2,109.3,94.2,94.1
CCCCCCCC(=O)NO,95.2&115.5,105.1&101.9,99.7&100.6,118.0,96.3&105.4,79.1,111.2&102.5,100.1
FC(F)(F)C(Cl)Br (configuration not stated),114.7,102.0,98.3,.,120.3,109.6,102.9,97.9
CCN(CC)CCOC(=O)Nc1cc(C)cc(C)c1,96.1[100 µM],106.6[100 µM],98.5[100 µM],106.4[100 µM],102.8[100 µM],78.8[100 µM],107.3[100 µM],98.8[100 µM]
O=C(c1ccccc1)C1(c2ccccc2)OC1c1ccccc1 (configuration not stated),98.4,86.3,91.5,77.2,79.3,.,91.3,84.3
O=c1c2c3c(sc2n2c(-c4ccc([N+](=O)[O-])cc4)nnc2n1Cc1ccccc1)CCCC3,94.3,33.5,94.5,.,85.4,52.8,95.0,99.3
NC(=O)c1c(Nc2ccc(Cl)cc2)nn2c(-c3ccc(Cl)cc3)c(-c3nc4ccccc4s3)c(N)nc12,.,85.0,99.8,84.8,92.8,71.8,67.4,100.6
COc1ccc(-c2nnc(COc3ccc(NS(=O)(=O)c4ccccc4)cc3F)o2)cc1,91.8,86.6,83.1,83.6,81.8,95.1,106.5,.
CCCCN(CCCC)C(C)=O,108.2,103.9,107.7,102.3,111.5,91.4,109.1,.
Nc1nc(Nc2cc(Cl)ccc2O)nc(-c2ccccc2)n1,106.4,102.8,98.2,63.7,93.8,95.5,105.5,94.4
COc1cccc(-c2nc(-c3ccc(NC(C)=O)cc3)[nH]c2-c2ccnc(Br)c2)c1,93.7,.,31.3,47.3,62.4,75.8,77.8,81.4
Cc1nc2cc(Nc3nc(NCCN)nc(Nc4ccc(F)cc4)n3)ccc2n1Cc1ccccc1,79.1,-45.0*,83.9,-13.7*,.,48.5,81.6,.
CCc1cc2n(n1)-c1ncc(C(=O)OC)cc1Oc1ccccc1-2,95.4,93.3,91.4,95.2,101.8,86.2,108.3,98.5
C=C(C)[C@@H]1CC[C@]2(C=O)CC[C@]3(C)[C@H](CC[C@@H]4[C@@]5(C)CCC(=NCCC(=O)O)C(C)(C)[C@@H]5CC[C@]43C)[C@@H]12,96.9,98.7,97.5,100.1,84.0,103.9,92.4,86.3
CCC(=O)Oc1ccc(/C(=C(/C)Cc2cccc(OC)c2)c2ccc(OCCN3CCCC3)cc2)cc1,98.3,93.5,95.1,91.6,107.2,74.9,102.4,83.4
O=C(NCC(O)CO)c1ncc(-c2ccc(C(F)(F)F)cc2)c(NC2CCCCCC2)n1 (configuration not stated),99.5,97.3,93.5,99.0,81.0,.,89.5,.
CCCCCCCCCCCCCCCCNC(=O)Nc1cc(Cl)ccc1Cl,100.9,87.4,106.0,88.6,97.1,59.7,105.8,104.0
N#CCCN1CCS(=O)(=O)C1=O,95.3,92.6,105.8,89.1,113.8,.,107.3,.
C[C@H](c1nc2ccccc2nc1NC(C)(C)C)[C@H]1CC[C@H]2[C@@H]3CCC4=CC(=O)CC[C@]4(C)[C@H]3CC[C@]12C,105.7,66.2,104.7,54.0,79.3,126.7,107.6,91.6
Cc1nn(-c2ccccc2[N+](=O)[O-])c(C)c1N=Nc1ccc(Br)cc1,85.5,77.2,71.6,80.5,63.5,.,71.3,78.4
CCCC/C(=C\c1ccc(O)c(O)c1)C(=O)NC(Cc1ccccc1)C(=O)C(=O)NCc1ccccc1 (configuration not stated),104.8,.,91.6,37.9,75.4,61.2,89.5,101.1
O=C(C[C@]1(O)C(=O)Nc2ccccc21)c1ccc(O)c(O)c1O,100.2,95.3,107.5,94.7,92.4,85.5,98.5,101.9
COCCOCC(=O)O,102.9,108.2,98.8,109.0,104.6,106.4,106.7,101.1
O=C(Nc1ccc(Oc2cccc(F)c2)c(Cl)c1)c1cccnc1,34.0,15.8,35.5,24.0,31.2,63.4,15.9,49.6

Ordered by formula weight (low to high): nine of the compounds above
SMILES,HOP-62,RPMI-8226,A549/ATCC,CCRF-CEM,UACC-62,HOP-92,M14,EKVX
COCCOCC(=O)O,102.9,108.2,98.8,109.0,104.6,106.4,106.7,101.1
O=C(c1ccccc1)C1(c2ccccc2)OC1c1ccccc1 (configuration not stated),98.4,86.3,91.5,77.2,79.3,.,91.3,84.3
Nc1nc(Nc2cc(Cl)ccc2O)nc(-c2ccccc2)n1,106.4,102.8,98.2,63.7,93.8,95.5,105.5,94.4
Cc1nn(-c2ccccc2[N+](=O)[O-])c(C)c1N=Nc1ccc(Br)cc1,85.5,77.2,71.6,80.5,63.5,.,71.3,78.4
COc1ccc(-c2nnc(COc3ccc(NS(=O)(=O)c4ccccc4)cc3F)o2)cc1,91.8,86.6,83.1,83.6,81.8,95.1,106.5,.
CC(=O)O[C@@H]1C[C@]2(C)[C@H]3[C@H](O)C[C@@H]4C5=CC(C)(C)CC[C@]5(C)CC[C@@]4(C)[C@]3(C)CC[C@H]2C(C)(C)[C@H]1O,101.4,124.2,94.0,106.2,97.4,114.8,99.3,96.5
C=C(C)[C@@H]1CC[C@]2(C=O)CC[C@]3(C)[C@H](CC[C@@H]4[C@@]5(C)CCC(=NCCC(=O)O)C(C)(C)[C@@H]5CC[C@]43C)[C@@H]12,96.9,98.7,97.5,100.1,84.0,103.9,92.4,86.3
NC(=O)c1c(Nc2ccc(Cl)cc2)nn2c(-c3ccc(Cl)cc3)c(-c3nc4ccccc4s3)c(N)nc12,.,85.0,99.8,84.8,92.8,71.8,67.4,100.6
COC(=O)C12C3C(=O)N(c4ccc(C)cc4)C(=O)C3C(c3cn(-c4ccccc4)nc3-c3ccccc3)N1[C@H](c1cn(-c3ccccc3)nc1-c1ccccc1)[C@@H]1C(=O)N(c3ccc(C)cc3)C(=O)[C@@H]12 (some centres not stated),112.5,100.0,106.5,103.5,95.3,92.9,96.6,.

Following part
SMILES,HOP-62,RPMI-8226,A549/ATCC,CCRF-CEM,UACC-62,HOP-92,M14,EKVX
O=C1Nc2ccc(Cl)cc2/C1=C/c1ccc(OCc2ccc([N+](=O)[O-])cc2)cc1,105.6,91.6,85.4,91.7,76.3,78.8,94.1,85.4
CCN1CCN(c2nc(-c3ccc(Nc4ncnc5cc(Cl)ccc45)cc3)cc(-c3cc(OC)c(OC)c(OC)c3)n2)CC1,75.6,100.2,96.8,79.7,94.6,65.2,101.7,107.7
CCc1cccc2c3c(sc12)C(c1ccc(F)cc1)C(C#N)=C(N)O3 (configuration not stated),48.7,.,31.9,15.1,39.0,78.9,19.2,51.0
CCCN(CCC)C(C)C(O)c1cc2c(c3ccccc13)CCCC2 (configuration not stated),87.8,82.2,96.0,74.6,95.6,54.0,99.0,99.3
O=C(CSc1nnc(-c2ccc3nc(-c4ccc(Cl)cc4)[nH]c3c2)o1)Nc1ccc(C(=O)/C=C/c2ccccc2)cc1,122.0,76.8,106.7,100.8,94.9,115.4,104.5,109.3
CCOc1ccccc1NC(=O)c1ccccc1,87.5,96.9,90.7,92.6,99.9,90.5,101.0,109.1
COc1cc(/C=C/C(=O)c2ccccc2O)ccc1OCCCOc1cc2c(cc1OC)C(=O)N1CCC[C@H]1C=N2,9.9*,-21.7*,6.9*,5.2*,-82.4*,-27.4*,-7.6*,19.7
NC(=O)c1c(NC(=O)/C=C/c2cccs2)sc2c1CCC(=O)C2,87.3,-9.6*,74.9,10.5,16.9,42.4,24.8,40.4
COc1cccc(/C=C2\C=C(c3ccccc3)N(CCc3ccccc3)C2=O)c1,90.7,.,74.9,79.1,70.4,63.1,70.8,71.5
C(=N\N1CCCCCC1)/c1ccc2ccccc2n1,88.9,87.4,98.8,88.1,84.7,75.5,97.7,60.0
